SIRT5 block – SIRT5 desuccinylase inhibitors, primary screen, biochemical, fluorescence imaging, single point, set 5; NAD-dependent protein deacylase sirtuin-5, mitochondrial (Homo sapiens), Q9NXA8; Purified SirT5, succinyl-peptide AMC, trypsin-coupled fluorescence; inhibition, % at 15 µM; actives 1.1% (n = 330,000); AID 652115, 2013; in the data active means inhibition above about 15%
Target sequence (Q9NXA8 whole entry, looked up): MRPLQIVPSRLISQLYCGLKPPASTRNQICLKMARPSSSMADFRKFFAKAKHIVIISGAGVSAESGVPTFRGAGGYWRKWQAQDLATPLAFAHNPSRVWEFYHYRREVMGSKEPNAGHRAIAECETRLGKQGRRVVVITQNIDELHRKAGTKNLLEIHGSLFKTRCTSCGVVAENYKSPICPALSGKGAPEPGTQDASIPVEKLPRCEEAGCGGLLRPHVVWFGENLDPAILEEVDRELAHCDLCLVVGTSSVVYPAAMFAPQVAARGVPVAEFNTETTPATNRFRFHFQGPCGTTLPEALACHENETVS
esBAF inh – Bmi1 luciferase reporter increase in mESCs, primary screen, esBAF inhibitor project, mouse ES cells, Bmi1 luciferase knock-in, single point; 24 h; 100% = twice the neutral-well signal; reporter increase, % at 12.5 µM; actives 2% (n = 350,000); AID 602393, 2012; in the data active means activation above about 40%;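 further: 0% = median of the plate's neutral control wells and 100% = double that signal; a rise in the Bmi1 reporter signal indicates esBAF inhibition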
FN deposition inh – inhibitors of fibronectin matrix deposition, primary screen, AH1F cells, Alexa488-fibronectin fluorescence, plate reader. AH1F fibroblasts, overnight. inhibition, % at 12.6 µM. actives 0.086% (n = 350,000). AID 743247, 2014;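 active means mean inhibition across replicates of 30% or more, regardless of how many single replicates reach that level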;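 further: positive control wells lacked labelled fibronectin entirely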
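Measured by – fluorescence 485/525 nm · System – AH1F fibroblast monolayer, labelled fibronectin deposition · Amount – 10000 cells per well · Buffer or medium – serum-reduced DMEM (2% serum) · Doses – single dose, pinned · Also added – fluorescent fibronectin at 24 nM final · Schedule – 1 h cell attachment, overnight exposure to compound and label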
S100A4 inh HTS – inhibitors of S100A4-myosin IIA peptide binding, primary screen, biochemical, fluorescence polarization, TAMRA-MyoIIA peptide. Protein S100-A4 (Homo sapiens), P26447. inhibition, % at 10.7 µM. actives 0.14% (n = 360,000). AID 652163, 2013;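 active means mean inhibition of at least 70% across replicates, with every replicate also reaching that level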
Target sequence (P26447 whole entry, looked up): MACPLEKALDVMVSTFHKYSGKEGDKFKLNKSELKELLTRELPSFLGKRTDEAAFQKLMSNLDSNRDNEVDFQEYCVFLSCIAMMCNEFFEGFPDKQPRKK
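assay system = human S100A4 monomer with TAMRA-labelled myosin IIA peptide | also added = labelled myosin peptide probe, 5 nM | incubation = 5 min between mix addition and reading | control set = DMSO and TFP controls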
LGR2 antag – inhibitors of bursicon-induced LGR2 CRE-luciferase signal, primary screen, cell-based, HEK293, CRE-luciferase reporter, bursicon stimulation; Drosophila bursicon receptor LGR2 (rickets); bursicon-stimulated, 4 h; inhibition, % at 9.99 µM; actives 0.35% (n = 380,000);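 active means drop in luminescence signal, shown as inhibition above about 50% in the replicate tests, limit read from the data, passing the limit was not always enough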;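 further: agonist challenge used bursicon conditioned medium at about half maximal strength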
Statin myotox sup – suppressors of statin myotoxicity in C2C12 myotubes, primary screen, cell-based, single point, plate reader; rescue of ATP level, % at 7.49 µM; C2C12 myotubes + simvastatin, ATP luminescence, 48 h; scaled: DMSO 0, geranylgeraniol control 100; actives 0.78% (n = 330,000);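 active means mean ATP rescue above about 67%, or every replicate alone reaching that limit, limit read from the data, passing the limit was not always enough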;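 further: myotubes were challenged with 10 µM simvastatin during compound exposure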
Casp6 inh – human caspase-6 inhibitors, primary screen, biochemical, VEID-R110 fluorescence, single point, set 2. inhibition, % at 12.5 µM. purified caspase-6, Z-VEID-R110 cleavage fluorescence. AID 686996, 2013. actives 0.53% (n = 350,000). P55212;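 active means mean inhibition across replicates at least about 35%, with every replicate also reaching that limit, limit read from the data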;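 further: 0% = median of neutral control wells and 100% = no fluorescence left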
Target sequence (P55212 24-179 limits assumed): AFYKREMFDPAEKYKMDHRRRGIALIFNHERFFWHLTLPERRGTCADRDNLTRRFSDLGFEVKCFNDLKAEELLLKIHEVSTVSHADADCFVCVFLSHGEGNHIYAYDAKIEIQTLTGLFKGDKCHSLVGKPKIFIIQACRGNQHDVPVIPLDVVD
Target sequence (P55212 194-293 limits assumed): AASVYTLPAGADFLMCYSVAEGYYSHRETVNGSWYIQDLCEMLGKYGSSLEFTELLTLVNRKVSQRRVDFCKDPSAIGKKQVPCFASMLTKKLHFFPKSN
* marks the source's active call; other numbers are inactive results; x = not tested or not shown; & = joins results of further samples; ! = not active in a repeat. Some of the compounds tested (hit frequency here may not be typical).

SMILES	SIRT5 block	esBAF inh	FN deposition inh	S100A4 inh HTS	LGR2 antag	Statin myotox sup	Casp6 inh
O=C(CSc1nnc2ccccn12)Nc1cccc(-c2nc3ccccc3s2)c1	-5.2	x	6.1	-4.2	-42.6	x	0.0
COc1ccc(NC(=O)CNCc2ccc(Cl)cc2)cc1S(=O)(=O)N1CCOCC1	-0.1	-3.6	0.4	-2.3	-5.3	4.3	3.7
COC(=O)c1ccc(C)c(NC(=O)CCCN2C(=O)NC(C)(C)C2=O)c1	1.5	-1.9	-7.4	-0.6	6.3	9.3	-0.6
CCOc1ccccc1/C=N/NC(=O)c1cc(C(C)C)[nH]n1	-4.2	27.3	2.3	-6.0	-14.4	-5.3	1.2
O=C(NCCCN1CCCC1=O)c1cc(S(=O)(=O)N2CCOCC2)c(Cl)cc1Cl	5.6	5.0	-2.6	0.1	-11.9	-3.4	3.6
CCOc1ccc(CNS(=O)(=O)c2cccs2)cc1OCC	2.5	0.6	7.0	-2.0	1.3	-7.1	-0.3
COc1ccc(Cl)cc1C(=O)NNC(=O)c1ccncc1	1.3	-6.9	-1.9	-6.6	4.0	16.0	-1.4
Cc1sc2ncn3ncnc3c2c1C	x	-8.2	18.0	x	x	-11.4	x
O=C(O)c1ccc(CN2C(=O)CSC2=S)cc1	x	-3.9	6.5	x	x	24.4	x
O=C(NCC[C@H]1CC[C@@H](NC(=O)C2CCC2)[C@H](CO)O1)Nc1ccc(Cl)cc1	0.6	5.5	x	0.7	-16.6	7.5	4.1
CNC(=O)C[C@H]1CC[C@@H]2[C@@H](COc3ccc(NC(=O)Nc4ccc(C)cc4)cc3C(=O)N2C)O1	3.6	5.3	-11.6	6.2	-23.8	4.9	1.3
S=C(NCc1ccco1)Nc1ccccn1	-6.7	2.8	0.8	0.8	2.4	9.2	0.6
O=S(=O)(c1ccc(F)cc1)N1CCN(S(=O)(=O)c2cc(F)ccc2F)CC1	-5.2	0.3	-1.0	3.8	10.3	-0.8	-2.3
Cc1ccc(C)c(COC(=O)c2cccc(S(=O)(=O)N3CCCC3)c2)c1	-1.5	x	x	3.1	6.5	x	-3.2
c1ccc(C2CCC(N3CCNCC3)CC2)cc1 (configuration not stated)	0.8	x	9.8	-0.1	3.4	x	-5.2
C[C@@H]1CN([C@@H](C)CO)C(=O)c2cc(NC(=O)CCCN(C)C)ccc2O[C@H]1CN(C)S(=O)(=O)c1ccccc1	-1.4	-0.1	x	2.5	-2.8	3.0	0.7
O=C(COC(=O)Cc1ccsc1)Nc1ccc(Cl)cc1F	7.8	x	-29.3	0.5	-13.2	x	-0.4
O=C(N/N=C/c1ccncc1)c1nn(Cc2ccccc2)c(=O)c2ccccc12	-1.1	x	-17.3	5.5	x	x	4.0
CC(C)CC(=O)c1c[nH]c(C(=O)NCc2cccs2)c1	x	1.4	-1.5	x	x	-0.8	x
COc1ccccc1C(=O)NNC(=O)C(=O)Nc1ccc(C)cc1	1.0	-11.9	1.2	1.3	1.1	-12.5	-1.1
C[C@@H]1CCCCO[C@H](CN(C)C(=O)Nc2cccc3ccccc23)[C@H](C)CN([C@H](C)CO)C(=O)c2cc(NS(C)(=O)=O)ccc2O1	4.6	-2.1	x	-19.6	2.9	x	-2.6
Cc1onc(-c2ccccc2)c1C(=O)NCc1cccs1	x	-8.3	-8.3	x	x	5.2	x
O=C(NCC(=O)N1CCN(c2ccc([N+](=O)[O-])cc2)CC1)c1ccco1	x	-4.2	-17.1	-8.3	-3.0	4.5	-2.4
CCOc1ccc2nc(NC(=O)C3=NN(c4ccccc4)C(=O)CC3)sc2c1	-6.6	x	-8.6	-4.2	-19.0	x	1.2
COc1c2ccc(C(=O)NCCCCc3ccccc3)cc2nn1C	-8.2	-4.4	2.6	0.3	-0.6	4.8	2.5

4 entries from above, comma-delimited.
canonical_smiles,SIRT5 block,esBAF inh,FN deposition inh,S100A4 inh HTS,LGR2 antag,Statin myotox sup,Casp6 inh
O=S(=O)(c1ccc(F)cc1)N1CCN(S(=O)(=O)c2cc(F)ccc2F)CC1,-5.2,0.3,-1.0,3.8,10.3,-0.8,-2.3
Cc1ccc(C)c(COC(=O)c2cccc(S(=O)(=O)N3CCCC3)c2)c1,-1.5,x,x,3.1,6.5,x,-3.2
c1ccc(C2CCC(N3CCNCC3)CC2)cc1 (configuration not stated),0.8,x,9.8,-0.1,3.4,x,-5.2
C[C@@H]1CN([C@@H](C)CO)C(=O)c2cc(NC(=O)CCCN(C)C)ccc2O[C@H]1CN(C)S(=O)(=O)c1ccccc1,-1.4,-0.1,x,2.5,-2.8,3.0,0.7

Next entries.
SMILES	SIRT5 block	esBAF inh	FN deposition inh	S100A4 inh HTS	LGR2 antag	Statin myotox sup	Casp6 inh
Cc1ccc(-c2cc(Cc3ccc(N(C)C)cc3)c(=O)[nH]n2)cc1	-2.5	x	-2.3	-5.5	-4.6	x	-5.8
Cc1noc(C)c1C(=O)N1CCC1(C)C(=O)NS(=O)(=O)c1ccc(Br)cc1 (configuration not stated)	5.6	-7.2	1.5	-2.3	-1.5	14.5	0.2
Cc1ccccc1OCC(=O)Nc1ccc(NC(=O)c2ccco2)cc1	-2.0	x	-6.7	2.4	5.3	x	-1.7
COc1ccc(C(=O)Oc2cc(C)c(CN3CCOCC3)cc2C)cc1OC	0.7	0.6	3.2	64.0	11.3	13.4	2.9
O=C(CCC(=O)N(CC(=O)NC1CCCCC1)c1ccc(F)cc1)Nc1ccccn1	-6.7	3.3	-1.3	-0.7	3.3	6.2	0.2
O=C(c1ccc(Cl)nc1)N1CCN(S(=O)(=O)c2ccc(Cl)cc2)CC1	-2.3	-10.6	x	1.1	1.3	7.1	0.2
Cc1ccc(OC(=O)COc2ccccc2C)cc1	-2.3	x	0.5	-2.8	10.1	x	1.1
CO[C@H]1CN(C)C(=O)c2ccc(NS(=O)(=O)c3ccc(C)cc3)cc2OC[C@@H](C)N(C(=O)NC(C)C)C[C@H]1C	x	-2.2	-4.9	x	-4.3	-22.6	x
O=C(CCSc1ccccc1)Nc1ccccc1Br	-2.8	29.5	10.7	-2.0	-34.3	5.8	-4.0
COc1ccccc1CC(=O)NN1C(=O)NC2(CCC(C)CC2)C1=O (configuration not stated)	0.5	x	-3.3	1.6	-1.6	x	-0.4
N#Cc1nc(COc2ccccc2Cl)oc1NCc1ccco1	x	-3.6	9.4	x	x	-9.0	x
CCCC#Cc1ccc2c(c1)O[C@H](CN(C)S(=O)(=O)c1cccc(F)c1)[C@H](C)CN([C@H](C)CO)S2(=O)=O	0.4	5.3	x	0.4	17.6	-20.3	-0.7
Cc1cc(C)c2c(CN3CCOCC3)cc(=O)oc2c1	29.7*	x	5.4	-7.3	-5.7	x	-0.1
CN(CC(=O)NCc1ccco1)CC(=O)Nc1ccc(F)c(F)c1F	-0.2	x	3.2	-2.8	-8.4	109.0*	-1.6
Cc1ccc(-c2nc(CN3CCCCC3c3cccc(F)c3)c(C)o2)o1 (configuration not stated)	-2.2	x	x	-6.5	1.6	x	2.0
COc1ccc(NC(=O)Nc2ccc3c(c2)[C@H]2C[C@H](CC(=O)NCC(F)(F)F)O[C@@H](CO)[C@H]2O3)cc1	0.8	0.1	0.0	-1.3	-7.8	4.1	0.0
Cc1cc2oc(C(=O)Nc3c(C)n(C)n(-c4ccccc4)c3=O)c(C)c2cc1Cl	x	x	8.5	1.3	5.3	x	0.8
COc1ccc(-c2n[nH]c3c2CN(C(=O)c2ccc(OC)c(OC)c2)CC3)cc1	-1.1	-7.8	17.8	0.2	2.6	-11.4	0.1
Cc1ccc(NS(=O)(=O)c2ccc(C(=O)N3CCOCC3)cc2)cc1	-4.1	x	-6.4	1.2	-6.4	29.9	3.8
O=C(c1ccccc1)N1CCN(c2ccccc2)CC1	-11.6	-0.8	-1.9	-3.4	8.8	-2.1	-1.9
CCS(=O)(=O)N1CC(=O)N2[C@H](CO)[C@@H](c3ccc(C#Cc4cccc(F)c4)cc3)[C@H]2C1	-2.0	x	x	-7.4	3.6	x	-2.1
COc1ccc(OC)c(NC(=O)CSc2nnc(CNc3ccc(F)cc3)o2)c1	x	0.3	-2.7	x	x	3.5	x
O=C1CC(=O)Nc2cc(S(=O)(=O)N3CCN(c4ccc([N+](=O)[O-])cc4)CC3)ccc2N1	1.2	-3.5	1.1	-4.0	-1.5	-2.9	5.1
COc1cccc(-c2ccc3c(c2)O[C@@H](CN(C)Cc2cncnc2)[C@H](C)CN([C@@H](C)CO)S3(=O)=O)c1	-2.0	7.8	8.0	14.7	3.3	-13.7	1.5
Cc1noc(C)c1S(=O)(=O)N(C)C[C@H]1OCCCC[C@@H](C)Oc2ccc(NS(=O)(=O)c3ccc(F)cc3)cc2C(=O)N([C@@H](C)CO)C[C@@H]1C	x	3.6	-7.5	x	-2.1	x	x

Next section
SMILES	SIRT5 block	esBAF inh	FN deposition inh	S100A4 inh HTS	LGR2 antag	Statin myotox sup	Casp6 inh
O=C(NCc1ccco1)c1ccc(Cl)c(S(=O)(=O)N2CCOCC2)c1	x	3.0	0.3	x	x	-105.8	x
CCOC(=O)c1ccc2c(c1)sc(=NC(=O)c1ccco1)n2CCOC	x	15.3	6.4	x	-5.1	1.3	x
CN(Cc1c(C(=O)N/N=C/c2cc(F)ccc2F)nnn1-c1nonc1N)C1CCCCC1	-0.4	0.7	-5.4	0.1	-0.9	-8.8	0.2
O=C(NC(=S)NC1CCCCC1)c1ccccc1	-2.0	45.2*	1.8	0.1	-57.2	-7.9	0.4
O=C(CN1C(=O)NC2(CCCC2)C1=O)NNC(=O)c1ccccc1F	-1.4	-2.2	0.7	-1.9	0.1	4.9	-4.4
CN1C(=O)c2cc(NS(C)(=O)=O)ccc2OC[C@@H]2O[C@@H](CC(=O)O)CC[C@H]21	-0.5	-0.3	4.9	-4.2	1.8	-92.5	-2.3
Clc1ccc(Cc2ccc(SCc3ccccc3)nn2)c(Cl)c1	-8.5	-1.2	-6.7	11.3	8.8	-1.9	0.1
CCOc1ccc2[nH]c3c(NCCC(C)C)ncnc3c2c1	-21.7	11.1	0.1	-2.4	5.3	-53.5	1.0
CNC[C@@H]1[C@H](c2ccccc2)[C@H](CO)N1C(=O)Nc1cccc(OC)c1	-3.5	1.2	-13.8	-2.5	-0.6	-11.0	2.6
COc1ccccc1OCC(=O)NNC(=O)c1ccc2c(=O)n3c(nc2c1)CCC3	1.2	0.1	x	0.3	-7.5	-7.2	0.0
CC(=O)Nc1ccc(NS(=O)(=O)c2ccc3ccccc3c2)cc1	x	2.6	1.6	x	x	-6.2	x
CSc1nnc(C(C)(C)C)c(=O)n1/N=C/c1c(O)ccc2ccccc12	-1.6	2.4	-6.2	-3.6	24.5	-14.9	2.2
CSCCC(NC(=O)c1ccc(Cl)cc1Cl)C(=O)NNC(=O)c1ccncc1 (configuration not stated)	1.7	-7.0	-7.3	-1.4	-4.1	1.0	-0.4
CCN1C(=O)N[C@@H](c2cccc(C(F)(F)F)c2)C(C(=O)OC)=C1C	x	-3.0	-3.4	-1.7	10.9	-1.0	1.3
C[C@H](CO)N1C[C@H](C)[C@@H](CN(C)S(=O)(=O)c2cccs2)Oc2c(NC(=O)Nc3ccc4c(c3)OCO4)cccc2C1=O	-4.8&0.5	56.7*!	8.3	-3.0&-1.6	-18.0&8.9	-16.8&-4.7	-0.6&1.8
C[C@@H]1CN([C@@H](C)CO)C(=O)Cc2cc(NC(=O)Nc3ccc(C(F)(F)F)cc3)ccc2O[C@H]1CN(C)CC1CC1	-7.4	1.6	x	2.0	-15.9	-8.2	-8.6
CCOC(=O)CC(=O)CSc1nc(N)c(C#N)c(-c2ccc(Cl)cc2)c1C#N	-1.3	-8.9	x	-2.7	13.9	-11.4	6.0

High-throughput results deposited in PubChem BioAssay by Broad Institute.
